NTR1 ag – agonists of NTR1, primary screen, imaging, U2OS cells, beta-arrestin-GFP, high content (AID 493036); 0.17% of 330,000 active; activation, % at 20 µM; NTR1-U2OS beta-arrestin-GFP spot imaging, agonist mode; Neurotensin receptor type 1 (Homo sapiens), P30989;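 active means activation at or above 40% of the spot to cytoplasm intensity ratio, with at least 20 cells analyzed; inconclusive means wells under 20 cells, flagged as cytotoxic or low count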;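 further: 0% = DMSO without peptide and 100% = 100 nM NTR1 peptide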
Target sequence (P30989 whole entry, looked up): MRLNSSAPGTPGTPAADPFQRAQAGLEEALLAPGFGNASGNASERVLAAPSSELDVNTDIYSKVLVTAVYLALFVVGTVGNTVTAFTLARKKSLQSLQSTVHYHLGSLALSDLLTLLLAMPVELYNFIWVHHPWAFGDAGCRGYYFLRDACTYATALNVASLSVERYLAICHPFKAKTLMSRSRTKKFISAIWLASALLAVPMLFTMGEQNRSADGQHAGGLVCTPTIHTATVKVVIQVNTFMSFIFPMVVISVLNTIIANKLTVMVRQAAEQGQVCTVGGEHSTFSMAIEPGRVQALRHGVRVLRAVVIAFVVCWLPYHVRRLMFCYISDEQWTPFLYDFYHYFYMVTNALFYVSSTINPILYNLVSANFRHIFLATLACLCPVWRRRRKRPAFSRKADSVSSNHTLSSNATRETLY
SIAH1 antagonists – Siah-1 peptide-binding antagonists, primary screen, biochemical, fluorescence polarization, rhodamine-plectin, uHTS (AID 1817); 0.02% of 290,000 active; Siah-1 / rhodamine-plectin peptide fluorescence polarization; higher % means a stronger effect; one-dose displacement, % at 20 µM; IC50 in µM for titrated hits; E3 ubiquitin-protein ligase SIAH1 (Homo sapiens);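 active means displacement of at least 50% at 20 µM, with a fluorescence ratio check between 0.3 and a set limit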;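 further: plate controls were Siah plus tracer with DMSO for no effect and tracer alone without Siah for full effect; strong numbers were not always called active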
AID2073 – inhibitors of Mint1-CaV2.2 protein interaction, biochemical, HTRF (AID 2073). Voltage-dependent N-type calcium channel subunit alpha-1B (Homo sapiens). HTRF protein-protein interaction, Mint1-CaV2.2; higher % means a stronger effect. inhibition, % at 20 µM; hits with a dose series show IC50 in µM. 0.19% of 290,000 active; in the data active means inhibition mostly above about 51%, no sharp cut-off; inconclusive means no clear call, values can overlap the other calls; inactive means mostly below about 53%; further: some results filed as inactive read as strong as hits
RSV CPE inhibition – RSV antiviral activity via CPE protection, HEp-2 cells, primary 10 µM value included (AID 2391). HEp-2 cells, RSV-induced CPE inhibition; higher % means a stronger effect. one-dose CPE inhibition, % at 10 µM; IC50 in µM for titrated hits. 0.13% of 310,000 active; in the data active means a potency from the dose series; inconclusive means CPE inhibition mostly from about 23% at the one dose, without a potency; inactive means the rest, 99 in 100 with CPE inhibition below about 21%; further: strong numbers were not always called active
Dengue-2 NS5 capping – Dengue-2 NS5 methyltransferase inhibitors, primary screen, biochemical, confirmation dose response (AID 588689) | inhibition, % at 25 µM, or IC50 in µM where a hit was titrated | Genome polyprotein (Dengue virus type 2 (strain 16681-PDK53)) | 0.3% of 340,000 active | Dengue-2 NS5 methyltransferase capping enzyme assay, biochemical; higher % means a stronger effect; in the data active means a potency from the dose series; inconclusive means inhibition above about 29% without an active follow-up result
Large T inhibition – SV40 large T antigen inhibitors, biochemical (AID 1903); SV40 large T antigen ATPase/helicase inhibition assay; higher % means a stronger effect; inhibition, % at 20 µM; hits with a dose series show IC50 in µM; 0.39% of 310,000 active; in the data active means a potency from the dose series; inconclusive means inhibition mostly from about 32% at the one dose, without a potency; inactive means the rest, 99 in 100 with inhibition below about 32%; further: strong numbers were not always called active
Rac1 GTP hydrolysis – MgcRacGAP GTPase-activating activity inhibitors, confirmation, biochemical, ADP Hunter fluorescence. MgcRacGAP-stimulated Rac1 GTP hydrolysis, ADP Hunter fluorescence; higher % means a stronger effect; GST-tagged Rac1 F28L mutant substrate. Rac GTPase-activating protein 1 (Homo sapiens). inhibition, % at 30 µM; hits with a dose series show IC50 in µM. 0.6% of 340,000 active;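 active means first-screen hits whose inhibition reached a set limit at any dose in the follow-up dose series; inconclusive means inhibition above the set first-screen limit but never retested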;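 further: fluorescence reports GDP produced by GAP-driven GTP hydrolysis; strong numbers were not always called active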
West Nile virus CPE – West Nile virus antiviral activity, cell-based, CPE readout (AID 1621); 0.02% of 290,000 active; West Nile virus-infected cells, CPE inhibition; higher % means a stronger effect; CPE inhibition, % at 10 µM; hits with a dose series show IC50 in µM; in the data active means a potency from the dose series; inconclusive means CPE inhibition mostly from about 3.7% at the one dose, without a potency; inactive means the rest, 99 in 100 with CPE inhibition below about 2.2%; further: strong numbers were not always called active
UTI89 phage lysis – inhibition of K1F phage lysis, E. coli UTI89, bacterial capsule biogenesis inhibitors, alamar blue (AID 488966) | E. coli UTI89 K1F phage lysis, alamar blue, 2 h; higher % means a stronger effect | 0.02% of 340,000 active | inhibition, % at 100 µM; hits with a dose series show IC50 in µM;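 active means phage lysis inhibition, versus mean bacterial control, above a set limit; inconclusive means no clear call, values can overlap the other calls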;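 further: capsule biogenesis inhibitors block K1F phage lysis so surviving cells raise fluorescence; higher fluorescence means more inhibition of phage lysis; actives were called in the ten point dose series up to 300 µM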
NTR1 ag cell count 20 µM – recorded beside NTR1 ag, whose call it bears; cell count; measured here: cell count, cytotoxicity flag
Dengue-2 NS5 capping pilot replicate – further read-out of Dengue-2 NS5 capping, marked with its call; inhibition, %; measured here: pilot screen replicate inhibition
* = called active by the depositor; [ ] = another dose, or the depositor's remark.

How did O=c1oc2cc(O)ccc2s1 do in these assays?
NTR1 ag: 1.6; RSV CPE inhibition: -0.8%; Dengue-2 NS5 capping: -7.5%; Large T inhibition: 19µM*; Rac1 GTP hydrolysis: 11.8%; UTI89 phage lysis: -3.3%; NTR1 ag cell count 20 µM: 53

How did CCOC(=O)C1ON2CCCCC2C1(O)C(F)(F)F (stereo unspecified) do in these assays?
NTR1 ag: 0.0; SIAH1 antagonists: 2.0%; AID2073: 2.1%; RSV CPE inhibition: 2.6%; Dengue-2 NS5 capping: 7.3%; Large T inhibition: 7.0%; Rac1 GTP hydrolysis: 3.1%; West Nile virus CPE: -0.4%; UTI89 phage lysis: -0.5%; NTR1 ag cell count 20 µM: 37

How did COCCN(CC(=O)NC1CCCCC1)C(=O)c1csnn1 do in these assays?
NTR1 ag: -0.4; SIAH1 antagonists: -2.1%; AID2073: -14.2%; RSV CPE inhibition: 1.1%; Dengue-2 NS5 capping: 1.7%; Large T inhibition: -0.7%; Rac1 GTP hydrolysis: 7.1%; West Nile virus CPE: -0.1%; UTI89 phage lysis: 0.7%; NTR1 ag cell count 20 µM: 46

What do the screens show for `CC1CCCCC1NC(=O)COC(=O)COc1ccc(Cl)cc1` (stereo unspecified)?
NTR1 ag: 13.5; SIAH1 antagonists: -1.1%; AID2073: 1.8%; RSV CPE inhibition: -0.4%; Dengue-2 NS5 capping: -4.8%; Large T inhibition: 3.3%; Rac1 GTP hydrolysis: 0.1%; West Nile virus CPE: -0.8%; UTI89 phage lysis: 2.0%; NTR1 ag cell count 20 µM: 94

What do the screens show for `Cc1cc(NC(=O)CSc2nnc(-c3ccccc3F)n2N)no1`?
NTR1 ag: 0.2; Dengue-2 NS5 capping: 13.2%; Rac1 GTP hydrolysis: 1.1%; UTI89 phage lysis: 0.3%; NTR1 ag cell count 20 µM: 72

How did COc1ccc2c(-c3ccc(SC)cc3)c(-c3ccc(S(C)(=O)=O)cc3)sc2c1 do in these assays?
NTR1 ag: 2.0; Dengue-2 NS5 capping: -6.1%; Rac1 GTP hydrolysis: 7.1%; UTI89 phage lysis: 1.3%; NTR1 ag cell count 20 µM: 53

Results for C/C(CCN1CCCCc2nc(C)c(C)cc21)=N\OC[C@@H](O)[C@H]1O[C@@H]2OC(C)(C)O[C@@H]2[C@H]1O ?
SIAH1 antagonists: 1.2%; AID2073: -6.4%; Large T inhibition: -2.5%; West Nile virus CPE: -0.1%

How did COc1ccc(/C(O)=C2/C(=O)C(=O)N(CCN(C)C)C2c2cccnc2)cc1OC (stereo unspecified) do in these assays?
NTR1 ag: -1.2; SIAH1 antagonists: -4.9%; AID2073: -1.2%; RSV CPE inhibition: 2.1%; Dengue-2 NS5 capping: 15.4%; Large T inhibition: 2.8%; Rac1 GTP hydrolysis: 5.3%; West Nile virus CPE: 0.4%; UTI89 phage lysis: -0.1%; NTR1 ag cell count 20 µM: 79

What do the screens show for `CC(=O)N/C(N)=N/c1nc(=O)c2ccccc2s1`?
NTR1 ag: -0.3; SIAH1 antagonists: 5.1%; AID2073: inconclusive; RSV CPE inhibition: 0.7%; Dengue-2 NS5 capping: 8.5%; Large T inhibition: 11.1%; Rac1 GTP hydrolysis: 2.5%; West Nile virus CPE: 0.2%; UTI89 phage lysis: -0.8%; NTR1 ag cell count 20 µM: 40

How did O=C(COc1ccccc1)Nc1nn[nH]n1 do in these assays?
NTR1 ag: 0.3; SIAH1 antagonists: 1.9%; AID2073: 1.2%; RSV CPE inhibition: 2.2%; Dengue-2 NS5 capping: -2.2%; Large T inhibition: 21.9%; Rac1 GTP hydrolysis: 2.1%; UTI89 phage lysis: 2.0%; NTR1 ag cell count 20 µM: 57

How did O=c1[nH]c(C2CCN(S(=O)(=O)c3cccc(C(F)(F)F)c3)CC2)nc2c1nnn2Cc1cccc(F)c1 do in these assays?
NTR1 ag: 11.7; SIAH1 antagonists: -2.4%; AID2073: 10.1%; RSV CPE inhibition: -2.2%; Dengue-2 NS5 capping: -7.4%; Large T inhibition: -1.4%; Rac1 GTP hydrolysis: 5.6%; West Nile virus CPE: -0.7%; UTI89 phage lysis: -0.4%; NTR1 ag cell count 20 µM: 55

What do the screens show for `Cc1ccc(C)c(S(=O)(=O)Nc2cccc(-n3cnnn3)c2)c1`?
NTR1 ag: 1.6; SIAH1 antagonists: -1.8%; AID2073: 4.2%; RSV CPE inhibition: 1.4%; Dengue-2 NS5 capping: -3.2%; Large T inhibition: 8.6%; Rac1 GTP hydrolysis: -0.7%; West Nile virus CPE: 0.3%; UTI89 phage lysis: 0.0%; NTR1 ag cell count 20 µM: 54

What do the screens show for `Cc1ccc(S(=O)(=O)NC(=O)c2ccccc2C)cc1`?
NTR1 ag: -0.1; SIAH1 antagonists: -2.2%; AID2073: -4.9%; RSV CPE inhibition: 0.5%; Dengue-2 NS5 capping: -2.6%; Large T inhibition: 11.3%; Rac1 GTP hydrolysis: 6.2%; West Nile virus CPE: -0.3%; UTI89 phage lysis: 0.9%[50 µM]; NTR1 ag cell count 20 µM: 82

Results for Cc1coc2c(C)c3oc(=O)c(CCC(=O)N[C@@H](C)C(=O)N[C@@H](Cc4ccccc4)C(=O)O)c(C)c3cc12 ?
NTR1 ag: 2.8; SIAH1 antagonists: 16.8µM*; AID2073: 26.7%; RSV CPE inhibition: 0.7%; Dengue-2 NS5 capping: 6.3%; Large T inhibition: 13.2%; Rac1 GTP hydrolysis: 4.8%; West Nile virus CPE: 0.0%; UTI89 phage lysis: -0.4%; NTR1 ag cell count 20 µM: 77

Results for COc1cc(OC)c(C(=O)Nc2cccc3ccccc23)cc1OC ?
NTR1 ag: 1.2; SIAH1 antagonists: -7.1%; AID2073: 2.9%; RSV CPE inhibition: 6.8%; Dengue-2 NS5 capping: -1.2%; Large T inhibition: 2.6%; Rac1 GTP hydrolysis: 12.9%; West Nile virus CPE: -0.2%; UTI89 phage lysis: 0.2%; NTR1 ag cell count 20 µM: 56

Results for CC1CCC(NC(=O)CCCn2sc3ccccc3c2=O)CC1 (stereo unspecified) ?
NTR1 ag: 3.0; SIAH1 antagonists: -5.5%; AID2073: -4.0%; RSV CPE inhibition: 0.6%; Dengue-2 NS5 capping: -7.2%; Large T inhibition: 6.3%; Rac1 GTP hydrolysis: 6.4%; West Nile virus CPE: 1.4%; UTI89 phage lysis: -0.1%; NTR1 ag cell count 20 µM: 54

What do the screens show for `Cc1ccc(-c2nn(-c3ccccc3)cc2C(=O)NN2CCN(C)CC2)cc1`?
NTR1 ag: -0.1; SIAH1 antagonists: 12.1%; AID2073: 2.4%; RSV CPE inhibition: -1.7%; Dengue-2 NS5 capping: -2.2%; Large T inhibition: 8.3%; Rac1 GTP hydrolysis: -0.6%; West Nile virus CPE: 0.3%; UTI89 phage lysis: 3.2%; NTR1 ag cell count 20 µM: 52

Results for CCCCn1c(SCC(=O)N2CC(=O)Nc3ccccc32)nnc1-c1ccoc1C ?
NTR1 ag: 0.9; SIAH1 antagonists: 2.8%; AID2073: 10.2%; RSV CPE inhibition: -0.6%; Dengue-2 NS5 capping: 0.8%; Large T inhibition: 12.6%; Rac1 GTP hydrolysis: -0.7%; West Nile virus CPE: -0.2%; UTI89 phage lysis: 6.4%; NTR1 ag cell count 20 µM: 64

What do the screens show for `COc1cccc(Oc2cn[nH]c2-c2ccc(O)cc2O)c1`?
NTR1 ag: 0.5; SIAH1 antagonists: 3.0%; AID2073: 4.1%; RSV CPE inhibition: 9.7%; Dengue-2 NS5 capping: -2.1%; Large T inhibition: 35.9%; Rac1 GTP hydrolysis: 39.4µM*; West Nile virus CPE: -0.6%; UTI89 phage lysis: -0.1%; NTR1 ag cell count 20 µM: 51

Results for CCNc1nc(NCC)nc(OCCNS(=O)(=O)c2cc(C)ccc2C)n1 ?
NTR1 ag: 1.2; SIAH1 antagonists: -5.3%; AID2073: 2.3%; RSV CPE inhibition: -0.1%; Dengue-2 NS5 capping: -4.1%; Large T inhibition: 5.5%; Rac1 GTP hydrolysis: 0.8%; West Nile virus CPE: -0.7%; UTI89 phage lysis: 0.3%; NTR1 ag cell count 20 µM: 77; Dengue-2 NS5 capping pilot replicate: -1.1

What do the screens show for `Cc1ccc(S(=O)(=O)NCCNC(=O)CN2CCOCC2)cc1`?
NTR1 ag: -0.9; SIAH1 antagonists: -0.6%; AID2073: 39.9%; RSV CPE inhibition: 1.2%; Dengue-2 NS5 capping: -5.8%; Large T inhibition: 10.6%; Rac1 GTP hydrolysis: 2.4%; West Nile virus CPE: -0.6%; UTI89 phage lysis: 0.2%; NTR1 ag cell count 20 µM: 28

How did COCCCn1c2nc3ccccc3nc2c2c(=O)n(-c3ccccc3OC)cnc21 do in these assays?
NTR1 ag: -0.3; SIAH1 antagonists: 1.0%; AID2073: 5.3%; RSV CPE inhibition: 4.6%; Dengue-2 NS5 capping: 0.7%; Large T inhibition: 8.6%; Rac1 GTP hydrolysis: -0.6%; West Nile virus CPE: 0.7%; UTI89 phage lysis: -0.4%; NTR1 ag cell count 20 µM: 44

How did CCN(CC)S(=O)(=O)c1ccc(NC(=O)c2ccccc2N(C)S(C)(=O)=O)cc1 do in these assays?
NTR1 ag: 0.0; SIAH1 antagonists: 0.4%; AID2073: -1.8%; RSV CPE inhibition: 1.2%; Dengue-2 NS5 capping: -0.4%; Large T inhibition: 13.7%; Rac1 GTP hydrolysis: 6.5%; West Nile virus CPE: 0.2%; UTI89 phage lysis: -5.8%; NTR1 ag cell count 20 µM: 71

How did Cc1csc(N/N=C/c2c(F)cccc2Cl)n1 do in these assays?
NTR1 ag: 1.3; SIAH1 antagonists: -1.9%; AID2073: -2.6%; RSV CPE inhibition: 19.5%; Dengue-2 NS5 capping: -7.2%; Large T inhibition: 24.3%; Rac1 GTP hydrolysis: 6.9%; West Nile virus CPE: -0.2%; UTI89 phage lysis: -2.2%[50 µM]; NTR1 ag cell count 20 µM: 61
